M. tuberculosis: growth inhibition of non-replicating M. tuberculosis (AID 488890) | Mycobacterium tuberculosis non-replicating, growth inhibition; higher % means a stronger effect | one-dose inhibition, % at 25 µM; IC50 in µM for titrated hits | hit rate 0.39% among 320,000; in the data active means a potency from the dose series; inconclusive means inhibition mostly from about 82% at the one dose, without a potency; inactive means the rest, 99 in 100 with inhibition below about 76%;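 further: plate controls were DMSO cells for no effect and high antibiotic wells for full effect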
H37Rv inhibition: M. tuberculosis growth inhibition, HTS (AID 449762). M. tuberculosis H37Rv growth inhibition, 7H9 media; higher % means a stronger effect. inhibition, % at 25 µM, or IC50 in µM where a hit was titrated. hit rate 0.59% among 330,000; in the data active means a potency from the dose series; inconclusive means inhibition above about 70% without an active follow-up result;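 further: bacterial growth assessed after seven days of incubation; strong numbers were not always called active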
VEEV TC-83 Vero: inhibitors of VEEV TC-83 cytopathic effect, confirmation, Vero cells (AID 588727); hit rate 0.13% among 350,000; one-dose inhibition, % at 20 µM; IC50 in µM for titrated hits; Vero cells, VEEV TC-83 cytopathic effect inhibition; higher % means a stronger effect; in the data active means a potency from the dose series; inconclusive means inhibition mostly from about 14% at the one dose, without a potency; inactive means the rest, 99 in 100 with inhibition below about 12%; further: strong numbers were not always called active
Salmonella PhoP GFP: PhoP regulon inhibitors, Salmonella typhi PhoP promoter GFP reporter, confirmatory (AID 1850). Salmonella Typhi PhoP-promoter GFP reporter, fluorescence, 4 h; higher % means a stronger effect. inhibition, % at 50 µM; hits with a dose series show IC50 in µM. hit rate 0.33% among 310,000; in the data active means a potency from the dose series; inconclusive means inhibition mostly from about 25% at the one dose, without a potency; inactive means the rest, 99 in 100 with inhibition below about 19%;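 further: 0% = induced wells with vehicle and 100% = uninduced wells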
influenza NS1A: NS1A inhibition, H1N1 influenza, cell based functional assay (AID 504329) | inhibition, % at 12.5 µM, or IC50 in µM where a hit was titrated | hit rate 0.3% among 340,000 | NS1A functional cell-based assay, percent inhibition; higher % means a stronger effect; in the data active means a potency from the dose series; inconclusive means inhibition above about 27% without an active follow-up result; further: strong numbers were not always called active
VEEV TC-83 Vero 10K pilot screen: recorded beside VEEV TC-83 Vero, whose call it bears; inhibition, %; measured here: 10K pilot screen inhibition
The depositor's hits bear a star; i = inactive; ? = inconclusive; · = not tested or not shown.

SMILES	M. tuberculosis	H37Rv inhibition	VEEV TC-83 Vero	Salmonella PhoP GFP	influenza NS1A	others
O=C(CN1CCOCC1)Nc1c2c(nc3ccccc13)N(Cc1ccccc1)CC2	13%	-4%	1.5%	3%	-5%
COC(=O)CCCC(=O)N1CCC(CO)(CCc2ccccc2)CC1	-8%	1%	i	-10%	-14%
CCOc1nc(NCCN2CCOCC2)nc(NC(C)C)n1	0%	0%	0.9%	0%	13%
Cc1cc(OCC(=O)c2cccc(C(F)(F)F)c2)n2cnnc2n1	2%	-3%	2.0%	1%	-1%
CCOC(=O)N1CCC(NC(=O)C2=C(C)C(=O)OC23CCC(C)CC3)CC1 (stereo unspecified)	-8%	-6%	1.7%	-3%	25%
CCN(CC(=O)NCc1cccs1)C(=O)/C=C/c1cccc(OC)c1OC	31%	-8%	1.1%	5%	-77%
Cc1ccc(Cn2cc(/C=N/NC(=O)Cc3nnc(NC(=O)c4ccc(C)cc4)s3)c3ccccc32)cc1	2%	1%	i	-9%	4%
CCC(C(=O)Nc1ccc2c(c1)OCCO2)n1nnc2ccccc2c1=O (stereo unspecified)	·	-1%	1.3%	4%	-2%
CN(Cc1ccccc1)C(=O)Cn1nc(C(F)(F)F)c2c1CCC2	0%	-8%	2.1%	-2%	1%
CC(C)(C)C(=O)C(Cc1ccccc1)n1cncn1 (stereo unspecified)	-15%	-4%	0.8%	10%	-1%
CN(CC(=O)N1CCCC1)S(=O)(=O)c1ccc(Cl)cc1	7%	-9%	1.2%	7%	-6%
CCOC(=O)c1c(C)[nH]c(C)c1C(=O)COC(=O)c1cc(OC)cc(OC)c1	51%	32%	1.1%	2%	2%	VEEV TC-83 Vero 10K pilot screen=4.6
CC(=O)NC1C(=O)N(C)c2ccc(Br)cc21 (stereo unspecified)	5%	-7%	0.7%	0%	-7%
N#Cc1cc(-c2ccccc2)nnc1Oc1ccccc1	-18%	-5%	0.6%	20%	0%
Cc1ccccc1-n1c(C)cc(/C=N/NC(=O)c2ccncc2)c1C	0.65µM*	?	4.2%	5%	4%
C/C(N)=C(/C#N)C(=O)COC(=O)c1ccccc1Oc1ccccc1	54%	4%	7.5%	5%	-4%
O=C(NCc1ccco1)c1cc(S(=O)(=O)N2CCOCC2)c(Cl)cc1Cl	·	·	2.1%	·	4%
Cc1ccc(S(=O)(=O)NC(=O)NC(C)Cc2ccccc2)cc1 (stereo unspecified)	1%	5%	1.0%	3%	4%
CCn1c(CSc2n[nH]c(N)n2)nc2cc(C(=O)O)ccc21	-23%	-4%	0.3%	0%	8%
COCCN(C(=O)C1CC(=O)N(Cc2ccccc2)C1)c1nc(-c2ccc([N+](=O)[O-])cc2)cs1 (stereo unspecified)	45%	24µM*	4.8%	·	3%
COCCn1nnnc1C(c1ccccc1)N1CCN(C(=O)c2ccco2)CC1 (stereo unspecified)	-1%	-3%	i	1%	7%
CCN(CC)C(=O)CSc1ncnc2c(-c3cccs3)nsc12	6%	-8%	3.9%	-1%	-3%
Cc1cc(=O)n(C)c(=O)n1CCCCCN1CCCC1	-3%	-4%	1.6%	7%	-1%
COc1ccc(CCNC(=O)CN2CCN(c3cccc(C(F)(F)F)c3)CC2)cc1	19%	?	i	1%	4%
CN(C)CCCNC1CS(=O)(=O)CC1O (stereo unspecified)	·	-3%	i	3%	-22%
O=C(O)CC(NS(=O)(=O)c1cccc2nsnc12)c1ccc(F)cc1 (stereo unspecified)	-4%	2%	0.5%	-4%	-20%
CC(C)Nc1nc(Cl)nc(N(C#N)CN2C(=O)c3ccccc3S2(=O)=O)n1	8%	7%	3.9%	9%	0%
O=C(C[n+]1ccccc1)c1ccc(NC(=O)c2ccccc2)cc1	39%	0%	0.9%	16%	6%
COCCCNC(=O)CNC(=S)N(Cc1cc(OC)c(OC)c(OC)c1)C1CCCC1	-30%	2%	0.6%	-7%	-4%
CC1(c2nnc(-c3ccccc3)o2)CC(c2cccnc2)=NO1 (stereo unspecified)	57%	4%	0.5%	8%	3%
Cc1nn(Cc2ccc(F)cc2Cl)c(C)c1[N+](=O)[O-]	0%	-7%	i	-3%	3%
COc1ccc2[nH]c(=O)c(CN(C(=O)c3cccnc3)c3ccccc3C)cc2c1	2%	-1%	1.2%	10%	-8%
CN(Cc1ccccc1)S(=O)(=O)c1csc(C(N)=O)c1	35%	-10%	1.1%	36%	4%
CN1CCN(c2ccc(NC(=O)C(C)(c3ccccc3)c3ccccc3)cc2)CC1	8%	7%	0.5%	7%	9%
Cc1cccc(OCC(=O)Nc2nnc(S(=O)(=O)N3CCCCC3)s2)c1	32%	-11%	0.3%	12%	15%
COC(=O)c1c(NC(=O)c2ccccc2N(C)S(=O)(=O)c2ccccc2)sc2c1CCCC2	·	·	8.0%	·	-23%
c1cncc(CSc2ccc(-c3ccc4c(c3)OCO4)nn2)c1	54%	1%	5.0%	8%	7%
O=c1cnnc(SCc2ccc([N+](=O)[O-])cc2)[nH]1	64%	8%	0.4%	1%	-2%
COCCN1Cc2cc3cc(C)ccc3nc2SC1=Nc1ccc(OC)cc1	25%	?	7.3%	-10%	-6%
Cc1[nH]cnc1CSCCN	-3%	-7%	0.6%	-2%	0%
O=C(C(=O)N1CCCC1)c1c(-c2ccccc2)[nH]c2ccccc12	-13%	-1%	1.4%	-10%	-15%
CC1=CC(c2ccccc2)n2nc(N3C(=O)CCC3=O)nc2N1 (stereo unspecified)	-10%	-2%	0.8%	-7%	-3%
Cc1ccc(S(=O)(=O)N2CCCCC2)cc1C(=O)NCc1ccccn1	-11%	-9%	i	-3%	8%
CCc1n(CC(O)COC2CCCCC2)c2ccccc2[n+]1C (stereo unspecified)	28%	0%	0.5%	-8%	3%
CC(=O)N(Cc1ccccc1)c1ccccc1C(=O)O	-9%	-6%	0.0%	14%	-7%

In the list so far, four contain a thiophene ring, fused or not:
SMILES	M. tuberculosis	H37Rv inhibition	VEEV TC-83 Vero	Salmonella PhoP GFP	influenza NS1A	others
CCN(CC(=O)NCc1cccs1)C(=O)/C=C/c1cccc(OC)c1OC	31%	-8%	1.1%	5%	-77%
CCN(CC)C(=O)CSc1ncnc2c(-c3cccs3)nsc12	6%	-8%	3.9%	-1%	-3%
CN(Cc1ccccc1)S(=O)(=O)c1csc(C(N)=O)c1	35%	-10%	1.1%	36%	4%
COC(=O)c1c(NC(=O)c2ccccc2N(C)S(=O)(=O)c2ccccc2)sc2c1CCCC2	·	·	8.0%	·	-23%

More structures.
SMILES	M. tuberculosis	H37Rv inhibition	VEEV TC-83 Vero	Salmonella PhoP GFP	influenza NS1A	others
CCCCc1n[nH]c2c1C(=O)CC(C)(C)C2	1%	-8%	1.6%	10%	-4%
COc1ccc(NC(=O)NNC(=O)c2ccc(-c3ccccc3)cc2)c(OC)c1	-10%	-2%	3.8%	-1%	-4%
CCC(C)(C)C1CCc2[nH]nc(C(=O)NCCN3CCOCC3)c2C1 (stereo unspecified)	0%	1%	0.5%	-8%	-5%
COc1ccnc(Oc2ccc(F)cc2)c1C(=O)N/C=N/OCc1ccc(F)cc1Cl	2%	2%	0.5%	5%	4%
O=C(CSc1nnc(SCc2ccc(Cl)cc2)s1)N/N=C/c1ccccc1C(=O)O	37%	-3%	1.0%	-9%	12%
Clc1ccc2nc(-c3ccc4c(c3)OCO4)cn2c1	34%	-2%	i	19%	-2%
COC(=O)c1ccc(CSC2=NC[C@@H]3[C@@H]4C(=O)N(Cc5ccccc5)C(=O)[C@@H]4[C@](Cc4ccccc4)(C(=O)OC)N23)cc1	·	·	2.5%	·	12%
COc1c(C)cccc1C(=O)NC(=S)Nc1cccc2nsnc12	·	·	0.8%	·	0%
O=C1OC(N2CCN(C(=O)C3CCCO3)CC2)c2ccccc21 (stereo unspecified)	7%	2%	0.6%	-5%	-2%
Cc1nc(N2CCN(c3ccccc3)CC2)[nH]c(=O)c1C	1%	-11%	i	-7%	-5%
CCN(CC)S(=O)(=O)c1ccc(=O)n(CC(=O)N2CCCc3cc(C)ccc32)c1	12%	1%	7.2%	·	-16%
C/C(=N\Nc1nc2c(s1)CCCC2)c1ccccc1	?	19µM*	10%	-5%	18%
O=C(Nc1ccccc1Cl)c1cc(S(=O)(=O)N2CCCC(C(=O)O)C2)ccc1F (stereo unspecified)	-3%	-10%	1.2%	-16%	6%
COc1ccc(NC(=S)N2CCC(C(=O)c3ccc(C)cc3)CC2)cc1	32%	6%	0.5%	-1%	-4%
Cc1cccc(NC(=O)c2cccc(S(=O)(=O)N3CCCC3)c2)n1	2%	-4%	8.2%	4%	-3%

A draw from above in order of SMILES length, low to high:
SMILES	M. tuberculosis	H37Rv inhibition	VEEV TC-83 Vero	Salmonella PhoP GFP	influenza NS1A	others
C/C(=N\Nc1nc2c(s1)CCCC2)c1ccccc1	?	19µM*	10%	-5%	18%
COc1ccc(NC(=S)N2CCC(C(=O)c3ccc(C)cc3)CC2)cc1	32%	6%	0.5%	-1%	-4%
COc1ccc(NC(=O)NNC(=O)c2ccc(-c3ccccc3)cc2)c(OC)c1	-10%	-2%	3.8%	-1%	-4%
CCN(CC)S(=O)(=O)c1ccc(=O)n(CC(=O)N2CCCc3cc(C)ccc32)c1	12%	1%	7.2%	·	-16%
COC(=O)c1ccc(CSC2=NC[C@@H]3[C@@H]4C(=O)N(Cc5ccccc5)C(=O)[C@@H]4[C@](Cc4ccccc4)(C(=O)OC)N23)cc1	·	·	2.5%	·	12%

Next results:
SMILES	M. tuberculosis	H37Rv inhibition	VEEV TC-83 Vero	Salmonella PhoP GFP	influenza NS1A	others
COc1ccc(-n2ccnc(SCC(=O)NC3CCCC3)c2=O)cc1	19%	7%	i	-13%	12%
COc1ccc(C(=O)Nc2ccc(F)cc2F)cc1OC	-6%	-3%	1.7%	-6%	4%
C=CC[C@@H](CC(=O)N[C@H](CO)Cc1ccccc1)C(=O)N[C@H](COC(=O)[C@@H](CC=C)Cc1ccc(F)cc1)C(C)(C)C	31%	4%	2.0%	·	-10%
Cc1nc(-c2coc3c(CN(C)C)c(O)ccc3c2=O)cs1	7%	3%	i	-10%	11%
COc1ccc(OC)c(-n2nnnc2SCC(=O)NCCc2ccccc2)c1	13%	-5%	0.3%	11%	-2%
COc1ccc(NC(=O)COC(=O)Cc2c[nH]c3ccccc23)cc1OC	12%	3%	1.0%	11%	1%
Cc1cc(C)n(CC(=O)N2c3ccccc3Sc3ccccc32)n1	·	3%	2.2%	-3%	2%
O=[N+]([O-])c1cccc(/C=C2\CCC(/C=N/Nc3ccc4ccccc4n3)=C2N2CCOCC2)c1	6%	-8%	12%	-3%	6%
C=Cn1ccnc1P(=S)(c1ccc(Cl)cc1)c1nccn1C=C	13%	4%	0.4%	-7%	0%
CCOc1ccc(S(=O)(=O)N2CCN(C(=O)c3cccn3C)CC2)cc1	-1%	-4%	0.7%	9%	3%
CC(C)N(CCO)C(=O)CCc1nnc(Cc2cccc(C(F)(F)F)c2)o1	-2%	3%	0.1%	15%	-1%
Cc1ccc(-c2cc(C(F)(F)F)n3ncc(C(=O)N4CCCc5ccccc54)c3n2)cc1	9%	0%	3.3%	-8%	-1%

Screening data deposited in PubChem by Southern Research Specialized Biocontainment Screening Center.
